Diaph inh CS – counter-screen for diaphorase-based assays: diaphorase inhibitors and chemical oxidizers; diaphorase resazurin-to-resorufin fluorescence, NADH, 16 min; bacterial (C. kluyveri) enzyme, not human; 0.69% of 190,000 active; inhibition, % at 20 µM;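 active = primary screen inhibition at 20 µM above a set limit, cut at about 50% in these data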;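 also: plate controls were DMSO with full reaction for no effect and wells lacking NADH for full effect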
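Test system: Clostridium kluyveri diaphorase enzyme / Quantity: diaphorase at 0.14 U/mL in enzyme working solution / Incubation: 16-min room-temperature incubation before reading / Benchmarks: NADH-free wells as positive control, DMSO-only neutral wells / Signal: resorufin fluorescence 544/590 nm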
TLR4 MyD88 comp – TLR4-MyD88 interaction inhibition in cells; inhibition, % at 8.4 µM; 0.18% of 200,000 active; HeLa CL3-4 TLR4/MyD88 BLA complementation, FRET ratio; O00206+Q99836; in the data active = inhibition above about 25%;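 also: 0% = vehicle and 100% = reference inhibitor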
Target sequence (O00206 whole entry, looked up): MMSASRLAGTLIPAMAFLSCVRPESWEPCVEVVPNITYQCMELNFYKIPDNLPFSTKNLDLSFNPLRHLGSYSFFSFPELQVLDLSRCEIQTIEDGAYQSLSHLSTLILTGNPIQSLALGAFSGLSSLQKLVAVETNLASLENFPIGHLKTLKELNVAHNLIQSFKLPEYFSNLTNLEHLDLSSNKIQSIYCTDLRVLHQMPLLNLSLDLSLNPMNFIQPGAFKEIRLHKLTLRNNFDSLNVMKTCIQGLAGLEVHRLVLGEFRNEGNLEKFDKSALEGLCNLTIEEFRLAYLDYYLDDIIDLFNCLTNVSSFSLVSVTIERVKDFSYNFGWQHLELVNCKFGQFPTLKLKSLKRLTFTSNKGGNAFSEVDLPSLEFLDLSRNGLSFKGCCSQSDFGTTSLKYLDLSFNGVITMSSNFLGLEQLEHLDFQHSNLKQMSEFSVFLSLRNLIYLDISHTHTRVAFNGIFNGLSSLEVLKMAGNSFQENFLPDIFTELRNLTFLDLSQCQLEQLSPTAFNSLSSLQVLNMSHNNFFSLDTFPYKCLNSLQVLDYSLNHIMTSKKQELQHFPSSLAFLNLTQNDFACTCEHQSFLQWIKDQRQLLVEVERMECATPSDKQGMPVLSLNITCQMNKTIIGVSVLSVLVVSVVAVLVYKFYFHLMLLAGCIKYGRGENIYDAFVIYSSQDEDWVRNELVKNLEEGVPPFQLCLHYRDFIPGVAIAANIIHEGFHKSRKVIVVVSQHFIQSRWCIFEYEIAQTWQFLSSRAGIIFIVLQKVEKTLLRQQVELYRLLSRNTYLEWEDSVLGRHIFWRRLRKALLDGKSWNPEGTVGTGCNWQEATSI
Target sequence (Q99836 whole entry, looked up): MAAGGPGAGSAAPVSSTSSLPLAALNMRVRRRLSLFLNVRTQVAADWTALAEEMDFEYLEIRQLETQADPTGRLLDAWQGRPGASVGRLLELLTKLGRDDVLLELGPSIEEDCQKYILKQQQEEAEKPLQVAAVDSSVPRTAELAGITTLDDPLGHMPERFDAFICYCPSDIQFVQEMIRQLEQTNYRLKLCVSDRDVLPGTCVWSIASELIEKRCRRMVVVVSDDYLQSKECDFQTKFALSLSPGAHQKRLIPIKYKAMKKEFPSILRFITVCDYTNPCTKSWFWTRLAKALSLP
S1P3 antag – antagonists of human S1P3 receptor. Q99500. CHO S1P3 NFAT-BLA reporter, FRET fluorescence, antagonist mode. inhibition, % at 4.98 µM. 0.27% of 170,000 active. AID 485;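 active = inhibition above the plate cutoff, the mean inhibition of test wells on that plate plus 3 SD, cut at about 28% in these data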;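 also: cells challenged with S1P at its EC80 of 0.8 µM; blue over green emission ratio from cleaved BLA substrate after 4 h stimulation; 0% = S1P-stimulated wells and 100% = unstimulated DMSO-only wells; some compounds past the cut are filed as inactive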
PMI act hi M6P – activators of human phosphomannose isomerase at near-saturating mannose 6-phosphate; P34949; coupled PMI enzyme assay, resazurin fluorescence, 20 min; stronger effect = higher value; 1 = untreated enzyme, 0 = substrate-free blank; activation factor at 20 µM; 0.34% of 190,000 active; AID 1216;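 active = activation factor of 2 or more at 20 µM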
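assay system = human phosphomannose isomerase with PGI, G6PDH, diaphorase coupling enzymes | quantity = 15 ng/mL PMI | incubation = enzyme reaction with compound 20 min at room temperature | medium = HEPES pH 7.4 buffer with MgCl2 and Tween-20 | compound dosing = one concentration, 20 µM, in 1% DMSO | measured by = Diaphorase-driven resazurin-to-resorufin fluorescence, excitation 544, emission 590 nm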
L major viab – Leishmania major promastigote growth inhibition; Leishmania major promastigotes, resazurin fluorescence viability; inhibition, % at 10 µM; 9% of 200,000 active;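 also: promastigotes grown with compound for 44 hours at 28 °C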
DTT redox prof – compounds producing H2O2 with reducing agent – biochemical, NIH compound library profiling, artefact control for MLSCN library redox annotation, primary screen; DTT-dependent redox cycling H2O2, phenol red/HRP absorbance; 100% = 100 µM peroxide control, 0% = buffer; activation, % at 10 µM; 0.03% of 200,000 active; AID 878;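 active = activation of at least 50% relative to the plate's high and low controls in the primary single-dose screen; inactive = activation below 50%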;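 also: compound incubated with DTT at 0.8 mM final as the reducing agent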
Diaph act CS – diaphorase activation or chemical reduction counter-screen; Diaphorase/resazurin coupled assay, resorufin fluorescence, 16 min; stronger effect = higher value; 1 = vehicle wells, 0 = NADH-free wells; activation factor at 20 µM; 0.005% of 190,000 active; AID 1229;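 active = diaphorase activity raised at least twofold by the compound at 20 µM; inactive = activation factor below 2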
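Test system: Clostridium kluyveri diaphorase, purified enzyme; input: enzyme 0.07 U/mL final; buffer or medium: 50 mM HEPES pH 7.4 with 4.542 mM MgCl2, 0.005% Tween 20; also added: 0.114 mM NADH and 0.1 mM resazurin, final amounts; schedule: 16 min enzyme reaction, ambient temperature; technique: fluorescence of resorufin, 544 nm excitation, 590 nm emission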
PMI act – activators of human phosphomannose isomerase; 0.005% of 190,000 active; P34949; activation factor at 20 µM; purified human PMI, coupled resazurin fluorescence, 20 min; stronger effect = higher value; 1 = vehicle control, 0 substrate-free wells;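 active = activation factor of 2 or more at 20 µM, relative to plate controls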
Hsp70 activator – transcriptional activators of Hsp70; HeLa Hsp70 promoter luciferase reporter, luminescence; scaled: vehicle 0, proteasome-inhibitor control 100%; activation, % at 10 µM; 0.04% of 200,000 active; AID 1203;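 active = activation above the mean across all tested compounds plus 3 SD, cutoff set per campaign, cut at about 5.5% in these data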;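 also: 100% = MG132 at 30 µM as the positive control and 0% = DMSO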
G6PDH CS – inhibits Leuconostoc G6PDH, flagging false hits in G6PDH-based assays | 0.12% of 200,000 active | inhibition, % at 5 µM | Purified L. mesenteroides G6PDH, diaphorase/resazurin coupled fluorescence, 45 min | AID 1020
RAM inhibit – blocks the yeast RAM network; S. cerevisiae dse1pr::URA3 reporter, 5-FOA growth OD615, 2 d; analog-sensitive cbk1-as2 kinase mutant strain; inhibition, % at 50 µM; 1.8% of 190,000 active; AID 868;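 active = inhibition above a set limit, 3 SD over mean compound inhibition, cut at about 8.4% in these data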;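 also: 0% = DMSO-only wells with no growth and 100% = 10 µM 1-NA-PP1 full growth; inhibition rescues growth on 5-FOA so higher OD means more RAM inhibition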
An asterisk follows results filed as active; . = no result given. Rule as the data show it, unless noted: active = inhibition above about 50%; inactive = the rest.

No.	compound	Diaph inh CS	TLR4 MyD88 comp	S1P3 antag	PMI act hi M6P	L major viab	DTT redox prof
1	CN(C)CCCN1C(=O)C(=O)/C(=C(/O)c2ccc3c(c2)OCO3)C1c1ccccn1 (stereo unspecified)	.	-6.0	-15.1	.	-7.1	-0.8
2	Nn1c(SCC(=O)N2CCN(S(=O)(=O)c3ccccc3)CC2)nnc1-c1cccs1	21.6	2.5	.	1	-3.6	0.2
3	COc1ccc(C2SCC(=O)N2c2c(C)n(C)n(-c3ccccc3)c2=O)cc1 (stereo unspecified)	1.8	5.9	-11.7	1	0.7	-0.7
4	COC(=O)CCn1nnc(-c2cccs2)n1	18.0	12.2	-6.3	0.8	-3.7	-2.8
5	CCCCC1(C)NC(=O)N(CC(=O)Nc2ccc(S(=O)(=O)N3CCOCC3)cc2)C1=O (stereo unspecified)	17.6	-21.6	-11.8	1	-5.7	0.0
6	O=C(Nc1ccccc1)c1cccc(S(=O)(=O)NCc2ccco2)c1	8.5	-12.4	.	0.9	-0.7	-0.1
7	CCOC(=O)c1cnn(-c2nc(C)cc(C)n2)c1N	2.9	-5.9	11.9	1	2.9	1.1
8	Cc1ccc(N(CC(=O)NCc2cccnc2)S(C)(=O)=O)cc1C	5.7	10.5	-38.1	0.9	0.3	-0.5
9	O=C1C=C(c2ccc(Cl)cc2)OC2(CCCC2)O1	6.6	-7.4	.	1.2	-1.8	1.8
10	C#CCOCCOCCOCCNc1nc(N2CCN(C(=O)[C@H](CCC(=O)O)n3cc(C(N)[C@H](C)CC)nn3)CC2)nc(N2CCN(C(=O)[C@H](Cc3ccc(O)cc3)n3cc(C(N)[C@H](C)CC)nn3)CC2)n1 (stereo partly specified)	23.8	-6.0	5.1	1.2	-11.0	0.5
11	Clc1ccc(NCn2cncn2)nc1	14.1	-15.4	-22.8	0.9	1.1	1.3
12	CCCC(=O)Nc1ccc(C(=O)NNC(=O)c2ccco2)cc1	-6.6	4.3	.	1.1	-6.2	-3.2

No.	Diaph act CS	PMI act	Hsp70 activator	G6PDH CS	RAM inhibit
1	.	.	0.1	.	.
2	0.8	1	-0.1	-5.1	3.8
3	1	1.1	-0.5	23.6	0.8
4	0.8	0.9	0.2	4.1	0.4
5	0.8	1	-0.3	7.3	0.8
6	0.9	0.9	-0.3	4.6	4.0
7	1	1	-0.2	0.5	0.7
8	0.9	0.9	-0.7	23.7	2.1
9	0.9	1	-0.2	6.6	-0.5
10	0.8	1.1	0.0	20.6	0.8
11	0.9	0.9	0.2	4.1	-0.5
12	1.1	1	0.0	11.1	0.7

Compound profiles, from the list above.
Cc1ccc(N(CC(=O)NCc2cccnc2)S(C)(=O)=O)cc1C in the list: Diaph inh CS: 5.7; TLR4 MyD88 comp: 10.5; S1P3 antag: -38.1; PMI act hi M6P: 0.9; L major viab: 0.3; DTT redox prof: -0.5; Diaph act CS: 0.9; PMI act: 0.9; Hsp70 activator: -0.7; G6PDH CS: 23.7; RAM inhibit: 2.1
CN(C)CCCN1C(=O)C(=O)/C(=C(/O)c2ccc3c(c2)OCO3)C1c1ccccn1 (stereo unspecified) in the list: Diaph inh CS: .; TLR4 MyD88 comp: -6.0; S1P3 antag: -15.1; PMI act hi M6P: .; L major viab: -7.1; DTT redox prof: -0.8; Diaph act CS: .; PMI act: .; Hsp70 activator: 0.1; G6PDH CS: .; RAM inhibit: .

Back to the main list, repeating the two entries before the break.
No.	compound	Diaph inh CS	TLR4 MyD88 comp	S1P3 antag	PMI act hi M6P	L major viab	DTT redox prof
11	Clc1ccc(NCn2cncn2)nc1	14.1	-15.4	-22.8	0.9	1.1	1.3
12	CCCC(=O)Nc1ccc(C(=O)NNC(=O)c2ccco2)cc1	-6.6	4.3	.	1.1	-6.2	-3.2
13	O=C(c1cnn2c(C(F)F)cc(-c3ccccc3)nc12)N1CCCc2ccccc21	14.0	0.3	.	1	-1.8	0.1
14	Cc1cccc(C(=O)NNC(=O)CCC(=O)Nc2cccc(Cl)c2C)c1	14.6	-7.3	-6.7	0.9	-8.0	0.4
15	CCOC(=O)C1(Cc2cccc(Cl)c2)CCCN(C(=O)c2ccc(C)nc2)C1 (stereo unspecified)	9.0	6.1	-2.6	0.9	1.4	9.7
16	CCOC(=O)c1cc(-c2ccc(OC)cc2)n(CCC(=O)NCCN2CCC(C)CC2)c1C	2.2	5.9	-10.2	1	22.9	0.5
17	Cc1nn(Cc2cccc(F)c2)c(C)c1NC(=O)c1c(Cl)cnn1C	11.7	-17.1	3.3	1	-1.1	0.0
18	CCc1ccccc1Nc1nc(N)nc(COC(=O)c2cccn2C)n1	15.1	-0.4	-14.7	1	13.2	1.0
19	CCCCN1CNC(=S)N(c2cc(C)ccc2C)C1	12.3	0.7	.	1	-2.9	-15.3
20	Cc1cc(C)c(C)c(S(=O)(=O)NCc2ccc(C(=O)N3CCCCC3)cc2)c1C	26.8	19.6	.	0.7	7.6	-0.2
21	Cc1cc(C(=O)CSc2nnnn2-c2ccccc2)c(C)n1CC1CCCO1 (stereo unspecified)	16.8	9.9	1.1	0.8	-0.9	1.9
22	Cc1cnc(C(=O)NC(C)CCc2ccccc2)cn1 (stereo unspecified)	8.1	8.9	-4.9	1	-5.3	-2.7
23	O=C(Nc1ccc2c(c1)OCCO2)c1oc2ccccc2c1NC(=O)C1CC1	34.0	-0.5	-16.1	0.8	23.2	-0.9
24	CCOC(=O)N1CCC(Nc2c(NCCCN(CC)Cc3ccccc3)c(=O)c2=O)CC1	10.5	10.5	.	1	-8.0	-1.3

No.	Diaph act CS	PMI act	Hsp70 activator	G6PDH CS	RAM inhibit
11	0.9	0.9	0.2	4.1	-0.5
12	1.1	1	0.0	11.1	0.7
13	0.9	1	-0.1	2.7	1.7
14	0.9	0.8	-0.4	7.9	-0.9
15	0.9	0.9	-0.1	4.4	0.8
16	1	0.9	0.1	1.1	-0.3
17	0.9	1	-0.4	-3.1	1.8
18	0.8	1	-0.2	3.0	1.8
19	0.9	1	-0.1	1.7	0.3
20	0.7	0.8	-0.4	13.6	2.6
21	0.8	1	0.2	2.5	4.1
22	0.9	1	-0.4	1.7	-0.4
23	0.7	0.8	-0.2	7.9	7.2
24	0.9	1	-0.2	10.0	-0.9

Another view of part of the listing above:
No.	Structure	Diaph inh CS	TLR4 MyD88 comp	S1P3 antag	PMI act hi M6P	L major viab	DTT redox prof	Diaph act CS	PMI act	Hsp70 activator	G6PDH CS	RAM inhibit
21	Cc1cc(C(=O)CSc2nnnn2-c2ccccc2)c(C)n1CC1CCCO1 (stereo unspecified)	16.8	9.9	1.1	0.8	-0.9	1.9	0.8	1	0.2	2.5	4.1
22	Cc1cnc(C(=O)NC(C)CCc2ccccc2)cn1 (stereo unspecified)	8.1	8.9	-4.9	1	-5.3	-2.7	0.9	1	-0.4	1.7	-0.4

(next part)
No.	compound	Diaph inh CS	TLR4 MyD88 comp	S1P3 antag	PMI act hi M6P	L major viab	DTT redox prof
25	COC(=O)C1=C(NC(=O)c2ccccc2C)CCS1	6.6	-4.7	-6.8	1.2	6.4	-1.0
26	O=C(Nc1ccc2c(c1)OCCO2)N1CCN(c2ccccc2)CC1	9.2	-1.5	.	1	-3.0	2.3
27	Cn1c(=N)n(CC(=O)C(C)(C)C)c2ccccc21	-4.3	-18.8	7.7	1.1	9.2	-0.5
28	CCn1c(SCC(=O)N2CCN(C(=O)c3ccco3)CC2)nnc1C(C)C	8.3	-1.3	-4.8	0.9	-5.3	0.0
29	COC(=O)c1ccc(NC(=S)Nc2ccccc2)cc1	9.9	-13.7	.	0.9	14.4	1.8
30	COCC(C)n1c(SCC(=O)NCCC2=CCCCC2)nc2ccccc2c1=O (stereo unspecified)	10.5	13.2	.	1	92.5*	0.3
31	CCc1nc(N2CCN(S(C)(=O)=O)CC2)c2c3c(sc2n1)CCCC3	29.8	-10.7	-11.4	0.9	25.0	-0.1
32	COc1cc(/C=C2\SC(=O)N(c3cccc(Cl)c3)C2=O)cc([N+](=O)[O-])c1O	64.2*	11.6	16.5	0.9	-7.0	-0.8
33	CCC(=O)Nc1ccc(C(=O)NNC(=O)c2cccs2)cc1	7.6	-14.6	.	1.1	-5.6	-3.6
34	COc1ccc(NS(=O)(=O)c2ccc(N)cc2)nn1	9.5	-1.9	3.2	0.9	-5.8	0.0
35	CCC(OC(=O)C(NC(=O)c1ccccc1)c1ccccc1)C(=O)Nc1cc(C)on1 (stereo unspecified)	18.4	15.1	2.7	0.9	-1.6	2.4
36	ON1C(c2ccccc2C(F)(F)F)N(O)[C@H]2CCCC[C@H]21 (stereo partly specified)	4.3	1.5	-38.2	1.4	-6.8	2.9
37	CCCCC(=O)N/N=C(C)/C=C/c1ccccc1F	5.7	-15.4	9.1	0.9	3.9	0.2
38	CCOc1cc(C(=O)Nc2ccon2)cc(OCC)c1OCC	12.9	4.2	-14.5	1	-3.2	0.8
39	CC(C)=CC(=O)NCCc1ccccc1	11.6	11.2	-13.3	0.9	-3.1	-1.2

No.	Diaph act CS	PMI act	Hsp70 activator	G6PDH CS	RAM inhibit
25	0.9	1.2	-0.4	4.2	1.1
26	0.9	1	0.0	-2.5	0.9
27	1	1.1	-0.2	9.5	0.5
28	0.9	0.9	-0.2	12.2	-0.1
29	0.9	0.9	-0.6	-10.9	0.9
30	0.9	1	-0.5	-1.1	0.8
31	0.7	0.9	-0.1	16.6	1.0
32	0.4	1	0.1	2.2	2.0
33	0.9	1.1	-0.1	4.6	1.3
34	0.9	1	-0.2	14.5	1.0
35	0.8	0.9	0.2	7.3	0.7
36	1	1.2	-0.1	9.7	1.2
37	0.9	0.9	0.1	1.3	3.5
38	0.9	0.9	0.0	6.4	1.3
39	0.9	0.8	-0.2	11.0	1.0

Screening data (PubChem BioAssay)

Compounds were not picked by outcome; overall some 12% were active at least once.
